High-throughput results (PubChem)
Growth percent in the NCI-60 one-dose screen (48 h, 10 µM unless noted): 100 = growth as untreated, 0 = no growth, -100 = all killed.
SF-268: SF-268 CNS cancer cells; hit rate 3.1% among 82,000
SF-539: SF-539 CNS cancer; hit rate 6.8% among 81,000
DU-145: DU-145 prostate cancer. hit rate 4.2% among 81,000. AID 1794760
OVCAR-8: OVCAR-8 ovarian cancer | hit rate 4.4% among 81,000
SNB-19: SNB-19 CNS cancer cells. hit rate 2.5% among 81,000. AID 1794751
PC-3: PC-3 prostate cancer cells; hit rate 3.9% among 80,000
U251: U251 CNS tumor cells; hit rate 5.4% among 80,000
SF-295: SF-295 CNS cancer cells | hit rate 5.6% among 79,000
OVCAR-3: OVCAR-3 ovarian cancer | hit rate 7% among 79,000
Active calls of the source: *; nt = not tested or not shown; & = joins results of further samples. How the source made its calls: active means growth percent below 10; inactive means the rest.

Each structure is followed by: SF-268 | SF-539 | DU-145 | OVCAR-8 | SNB-19 | PC-3 | U251 | SF-295 | OVCAR-3
CC(C)COC(=O)c1ccc(NC(=O)CN(C)c2ccccc2)cc1
→ 97 | 110 | 109 | 95 | 84 | 87 | 85 | 107 | 104
CCOc1nc(-c2ccccc2)cc2c(O)c(C(=O)n3nc(C)cc3C)[nH]c(=O)c12
→ 99 | 101 | 111 | 101 | 102 | 101 | 99 | 101 | 112
C[N+](C)(C)CCCCCCCCCC[N+](C)(C)C
→ 98 | 119 | nt | 99 | 99 | 89 | 91 | 113 | 105
CC(=O)OCc1c2ccccc2c(C)c2c1cc(F)c1ccccc12
→ 94 | 91 | 93 | 82 | 97 | 66 | 80 | 101 | 100
Cc1ccc(S(=O)(=O)NCCCNC(=O)OCc2ccccc2)cc1
→ 102 | 96 | 113 | 102 | 101 | 95 | 106 | nt | 111
Cc1ccc(S(=O)(=O)Nc2ccc(Cl)cc2C(=O)NO)cc1
→ 115 | 90 | 116 | 111 | 111 | 85 | 109 | 100 | 114
O=c1[nH]nc(-c2ccc(Cl)c(Cl)c2)cc1Cc1ccccc1[N+](=O)[O-]
→ 97 | 95 | 111 | 104 | 97 | 106 | 102 | 103 | 103
C[C@H](NC(=O)C(C)(F)F)[C@H](Oc1ccc2c(cnn2-c2cccc(C(=O)NCCCCN)c2)c1)c1ccc2c(c1)OCCO2
→ 94 | 72 | 95 | 75 | 99 | 96 | 105 | 121 | 90
CCOC(=O)c1nn(C2CCCCO2)c2ccc(NC(=O)CN3CCCC3)cc12 (configuration not stated)
→ 93 | 96 | 104 | 101 | 96 | 107 | 95 | 98 | 109
COc1ccc(-c2nn(-c3ccccc3)cc2/C=C/C(=O)OCc2cn(-c3ccc(C)cc3)nn2)cc1
→ 94 | 92 | 103 | 94 | 90 | 81 | 93 | 94 | 104
O=C(Nc1cc(Cl)c(Cl)cc1Cl)N1CCOCC1
→ 108 | 105 | 118 | 108 | 105 | nt | nt | 90 | 119
CN(C)c1ccc(N=Nc2ccccc2C(=O)O)cc1
→ 101&87 | 87&95 | 79&99 | 86&95 | 90&86 | 99&78 | 81&77 | 86&113 | 92&108
CN1C(=O)CSCC1=O
→ 99 | 105 | 106 | 98 | 98 | 97 | 101 | 96 | 107
CCOC(=O)C(CC(Nc1ccc(OC)cc1)c1ccccc1)[N+](=O)[O-] (configuration not stated)
→ 98 | nt | 103 | 107 | 101 | 95 | 101 | 104 | 106
Cc1ccc(C(F)(F)F)cc1N1CCN(C(=O)[C@@H]2C[C@@H]2c2cccc(C(F)(F)F)c2)CC1
→ 84 | 88 | 95 | 84 | 79 | 45 | 74 | 79 | 72

Quoted from the entries so far (three entries):
Each structure is followed by: SF-268 | SF-539 | DU-145 | OVCAR-8 | SNB-19 | PC-3 | U251 | SF-295 | OVCAR-3
CC(C)COC(=O)c1ccc(NC(=O)CN(C)c2ccccc2)cc1
→ 97 | 110 | 109 | 95 | 84 | 87 | 85 | 107 | 104
CCOc1nc(-c2ccccc2)cc2c(O)c(C(=O)n3nc(C)cc3C)[nH]c(=O)c12
→ 99 | 101 | 111 | 101 | 102 | 101 | 99 | 101 | 112
C[N+](C)(C)CCCCCCCCCC[N+](C)(C)C
→ 98 | 119 | nt | 99 | 99 | 89 | 91 | 113 | 105

Some of these compounds in order of formula weight, rising:
Each structure is followed by: SF-268 | SF-539 | DU-145 | OVCAR-8 | SNB-19 | PC-3 | U251 | SF-295 | OVCAR-3
CC(C)COC(=O)c1ccc(NC(=O)CN(C)c2ccccc2)cc1
→ 97 | 110 | 109 | 95 | 84 | 87 | 85 | 107 | 104
CCOC(=O)C(CC(Nc1ccc(OC)cc1)c1ccccc1)[N+](=O)[O-] (configuration not stated)
→ 98 | nt | 103 | 107 | 101 | 95 | 101 | 104 | 106
CCOC(=O)c1nn(C2CCCCO2)c2ccc(NC(=O)CN3CCCC3)cc12 (configuration not stated)
→ 93 | 96 | 104 | 101 | 96 | 107 | 95 | 98 | 109

The list continues:
Each structure is followed by: SF-268 | SF-539 | DU-145 | OVCAR-8 | SNB-19 | PC-3 | U251 | SF-295 | OVCAR-3
Cc1cc(C)c(C#N)c(OCCCCn2c(C)cc(C)c(C#N)c2=O)n1
→ 94 | 93 | 106 | 101 | 91 | 98 | 98 | 95 | 112
COc1ccc(-c2cc(-c3ccc(OC)cc3)n(-c3ccc(-c4nnc(NCc5ccccc5)s4)cc3)n2)cc1
→ 98 | 101 | 108 | 92 | 88 | 72 | 92 | 102 | 108
O=C(Nc1ccc(N2CCOCC2)cc1)c1cncnc1Nc1ccc2c(ccn2Cc2ccccn2)c1
→ 85 | 97 | 81 | 95 | 91 | 90 | 93 | 96 | 94
OCC12CCCC(CO)(COC1)C2O (configuration not stated)
→ 113 | 105 | 127 | 109 | 116 | 100 | 99 | nt | 117
NS(=O)(=O)c1ccc(NC(=O)CSc2ccc(-c3ccc4ccccc4c3)nn2)cc1
→ 104 | 101 | 104 | 108 | 100 | 107 | 100 | 97 | 111
C#CCn1cccc1CNc1ccc(OC)cc1
→ -56* | -94* | -97* | -28* | -90* | -93* | -75* | -92* | -85*
CC1=CC(O)CC(C)(C)C1 (configuration not stated)
→ 106 | 103 | 107 | 132 | 96 | 96 | nt | nt | 109
CCCN(CCC)CC(=O)NC1c2ccccc2Oc2ccccc21
→ 95 | 97 | 102 | 102 | 104 | 62 | 93 | 95 | 98
C#CC(O)c1cccc([N+](=O)[O-])c1 (configuration not stated)
→ 108 | 99 | 120 | 116 | 122 | 108 | 117 | 90 | 106
CSc1ccccc1C(=O)Nc1nc(-c2ccccn2)cs1
→ 95 | 90 | 101 | 73 | 111 | 84 | 96 | nt | 107
Cc1[nH]c2ccc(F)cc2c1CCNC(=O)C1CCN(C(=O)c2ccc3ccccc3c2)CC1
→ 91 | 100 | 92 | 85 | 80 | 78 | 80 | 97 | 94
Nc1cc(F)ccc1NC(=O)c1ccc(CN2CCC/C(=C\c3ccccn3)C2=O)cc1
→ 93 | 78 | 90 | 92 | 95 | 86 | 72 | 111 | 99
Cc1ccc2sc(C3CCCN(CC(=O)Nc4c(C)nn(-c5ccccc5)c4C)C3)nc2c1 (configuration not stated)
→ 83 | 76 | 81 | 78 | 77 | 41 | 85 | 61 | 81
COc1cc2ncn3c(=O)c4c5c(sc4nc3c2cc1OC)CCCCC5
→ 94 | 100 | 111 | 102 | 102 | 91 | 102 | 105 | 98
COc1ccc(-c2nnc(SCC(=O)NC3=NN=C(c4ccccc4)CS3)o2)cc1
→ 94 | 101 | 102 | 83 | 91 | 87 | 87 | 98 | 107
CNC(=O)c1cc(-c2ccc(NC(=O)Nc3ccc(Cl)c(Cl)c3)cc2)nc2cccnc12
→ 91 | 98 | 95 | 104 | 102 | 95 | 108 | 100 | 115
CCSc1nnc2c(/C=C/c3ccc(OC)cc3)nc3ccccc3n12
→ 92 | 93 | 100 | 96 | 98 | 92 | 90 | 138 | 107
CC(C)CCC[C@@H](C)[C@H]1CC[C@H]2[C@@H]3CC=C4C[C@@H](O)CC[C@]4(C)[C@H]3CC[C@]12C
→ 96 | 85 | 110 | 105 | 107 | 80 | 100 | nt | 102
CCOC(=O)/C(F)=C/C1CC1CCc1ccc(OCC)cc1 (configuration not stated)
→ 90 | 93 | 51 | 101 | 95 | 85 | 104 | 91 | 103
CCOC(OC(=O)c1ccccc1)C(OCC)OC(=O)c1ccccc1 (configuration not stated)
→ 103 | 102 | 110 | 109 | 99 | 97 | 95 | 106 | 106
C[C@H](NC(=O)[C@@H]1CSSC[C@@H](NC(=O)c2nc3ccccc3cc2O)C(=O)NCC(=O)N1C)c1ccccc1
→ 18 | 5.1* | 32 | 26 | 35 | 55 | -7.5* | 78 | -51*
O=C1CC2(CCCc3sccc32)C(=O)N1 (configuration not stated)
→ 102 | 95 | 106 | 98 | 102 | 109 | 98 | 92 | 102
O=C1NC(=S)NC(=O)C1CC(=O)n1cnc2ccccc21
→ 102 | 100 | 104 | 104 | 94 | 105 | nt | 102 | 104
CC(C)c1cc(O)c(C(C)(C)C)cc1Cl
→ 81 | 92 | 86 | 81 | 80 | 83 | 82 | 95 | 76
COc1c2c(cc3c1C(=O)N[C@@H]1[C@@H](O)[C@@H](O)[C@H](O)C[C@@H]31)OCCO2
→ 98 | 106 | 107 | 100 | 102 | 98 | 100 | 100 | 104
CCOC(=O)CC[C@H](NC(=O)c1ccc(N(C)Cc2cnc3nc(N)nc(N)c3n2)c2ccccc12)C(=O)OCC
→ 33 | 26 | 28 | 24 | 34 | 24 | 33 | 24 | 45
CCC(O)(C#CCl)CC
→ 100 | 104 | 106 | 105 | 117 | 97 | nt | nt | 108
Nc1c(C(=O)Nc2ccncc2)sc2nc3c(cc12)CCCCCCCC3
→ -62* | -92* | -75* | -91* | -77* | -19* | -89* | -77* | -82*
O=S(=O)(NC1CC2CCC1C2)c1ccc2c(c1)/C(=N/O)c1cc(S(=O)(=O)NC3C4CC5CC(C4)CC3C5)ccc1-2 (configuration not stated)
→ 103 | 91 | 110 | 100 | 91 | 89 | 99 | 88 | 114
CC1(C)/C(=N/OCCC#N)CC[C@]2(C)[C@H]3C(=O)C=C4[C@H]5C[C@](C)(C(=O)O)CC[C@]5(C)CC[C@@]4(C)[C@]3(C)CC[C@@H]12
→ 87 | 105 | 89 | 93 | 98 | 74 | 93 | 97 | 104

Profiles as entered above:
CC1(C)/C(=N/OCCC#N)CC[C@]2(C)[C@H]3C(=O)C=C4[C@H]5C[C@](C)(C(=O)O)CC[C@]5(C)CC[C@@]4(C)[C@]3(C)CC[C@@H]12 as listed: SF-268: 87; SF-539: 105; DU-145: 89; OVCAR-8: 93; SNB-19: 98; PC-3: 74; U251: 93; SF-295: 97; OVCAR-3: 104
CCC(O)(C#CCl)CC as listed: SF-268: 100; SF-539: 104; DU-145: 106; OVCAR-8: 105; SNB-19: 117; PC-3: 97; U251: nt; SF-295: nt; OVCAR-3: 108
COc1c2c(cc3c1C(=O)N[C@@H]1[C@@H](O)[C@@H](O)[C@H](O)C[C@@H]31)OCCO2 as listed: SF-268: 98; SF-539: 106; DU-145: 107; OVCAR-8: 100; SNB-19: 102; PC-3: 98; U251: 100; SF-295: 100; OVCAR-3: 104

New compounds follow:
Each structure is followed by: SF-268 | SF-539 | DU-145 | OVCAR-8 | SNB-19 | PC-3 | U251 | SF-295 | OVCAR-3
CCCCN(CCCC)C(=O)c1ccc(C)cc1
→ 95 | 97 | 106 | 105 | 98 | 83 | 95 | 105 | 102
Clc1ccc2c(NCCNc3nc(N4CCOCC4)nc4ccccc34)ccnc2c1
→ 11 | -80* | 30 | -26* | 5.7* | 34 | -93* | -83* | -75*
C=C(C)[C@@H]1CC[C@]2(C)[C@H](CCN[C@H]3[C@@H]4CC(C)(C)CC[C@]4(CO)CC[C@]32C)[C@@]1(C)CCCN
→ 101 | 102 | 107 | 97 | 103 | 93 | 99 | 102 | 109
COc1ccc(/C=C2\C(=O)ON=C2C)cc1OC
→ 99 | 94 | 104 | 107 | 94 | 100 | 102 | 92 | 110
c1ccc(C(c2ccccc2)c2ccc(C(c3ccccc3)(c3ccccc3)c3ccccc3)cc2)cc1
→ 98 | 115 | 106 | 104 | 99 | 86 | 95 | 106 | 106
c1ccc(CNc2ccc3nc(CCC4CCCCC4)[nH]c3c2)cc1
→ 80 | 82 | 80 | 72 | 80 | 62 | 64 | 81 | 64
Cc1cc2c(c(C#N)c1C)NC=NC2C (configuration not stated)
→ 93 | 101 | 106 | 95 | 100 | 97 | 100 | nt | 108
CC(Oc1nc2c(c(=O)n(C)c(=O)n2C)n1C)C1CCCCC1 (configuration not stated)
→ 92 | nt | 99 | 103 | 97 | 87 | 101 | 105 | 101
CCC(C)Cn1cnc2c(=S)nc(N)[nH]c21 (configuration not stated)
→ 103 | 100 | 112 | 105 | 102 | 98 | 103 | 103 | nt
Cc1c[n+]([O-])ccc1Br
→ 103 | 103 | 105 | nt | 108 | 110 | nt | 94 | 106

Some values from the results shown.
In SNB-19, CCC(C)Cn1cnc2c(=S)nc(N)[nH]c21 (configuration not stated) has the entry 102
In SNB-19, COc1ccc(/C=C2\C(=O)ON=C2C)cc1OC has the entry 94
In PC-3, c1ccc(C(c2ccccc2)c2ccc(C(c3ccccc3)(c3ccccc3)c3ccccc3)cc2)cc1 has the entry 86

Rows are unselected; any-hit rate near 10%.
